High-throughput results: PubChem, National Center for Advancing Translational Sciences (NCATS)
HT1080 IDH1KD tx – kills HT-1080 cells with IDH1 knockdown; Potency, µM (titrated, usually from 46.1 µM), inactives show top-dose activity, negative = toxicity, hits mostly cytotoxic; 360,000 compounds, 2% hits; HT-1080 IDH1 knockdown viability, ATP luminescence, 48 h;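 note: potency is the fitted concentration of half-maximal effect; 0% = DMSO wells and -100% = cell-free medium wells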
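Viability of IDH1-knockdown HT-1080 fibrosarcoma cells was assessed by CellTiter-Glo after 48 h at 37 °C with titrated compound; concentration-effect curves were classified by fit quality and response size.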
HT1080NT lethal – kills 2HG-producing HT-1080-NT fibrosarcoma cells; HT-1080-NT fibrosarcoma viability, CellTiter-Glo ATP luminescence, 48 h; Potency, µM (titrated, usually from 46.1 µM), for inactives: at the highest dose activity, negative = less viability, most hits filed as cytotoxic; 360,000 compounds, 1.6% hits; AID 686970;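 note: NT is the 2HG producing partner of a matched IDH1 knockdown line; potency is the fitted concentration of half-maximal effect; 0% = DMSO-treated cells and -100% = media-only wells without cells; nearly all actives have a fitted effect of over 55% in size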
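HT-1080-NT fibrosarcoma cells (2HG-overproducing), 750 cells/well in RPMI with 5% FBS, dosed after 2 h and incubated 48 h at 37C. CellTiter-Glo luminescence normalized to DMSO and no-cell wells; concentration-response curves fitted and classed.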
S2 tox – reduces viability in counter-screen for ATXN expression inhibitors; S2 cells (HEK-293 line with an ATXN2-luciferase reporter) viability, CellTiter-Fluor protease fluorescence, 24 h; Potency, µM (doses to about 56.7 µM), usual class: cytotoxic; 400,000 compounds, 0.49% hits; note: potency is the fitted concentration of half-maximal effect; nearly all actives have a fitted effect of over 40% in size
MCF10A rerep – inducers of DNA re-replication in MCF 10A breast cells; MCF 10A DNA re-replication, Hoechst nuclear intensity, 48 h; Potency, µM (doses to about 46.1 µM), inactives show top-dose activity, positive = re-replication, actives largely listed as activators; AID 624296; 350,000 compounds, 2.9% hits; note: potency is the fitted concentration of half-maximal effect; % of control where 0% means no effect; nearly all actives have a fitted effect of over 50% in size
ATXN2 expr inh – ATXN2 expression inhibition; HEK-293 ATXN2-luciferase reporter, luminescence, 24 h; Potency, µM (highest dose often 57 µM), inactives show at the highest dose activity change, negative = inhibition, actives largely listed as inhibitors; 360,000 compounds, 0.72% hits; AID 1745845; note: potency is the fitted concentration of half-maximal effect; % is set by controls: 0 for no effect and ±100 for the full control effect; nearly all actives have a fitted effect of over 55% in size
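qHTS (up to 57 uM final) was run with 24 h compound exposure of reporter cells at 37 °C. Each well was multiplexed: SteadyGlo luminescence measured ATXN2-luciferase expression after a fluorogenic Gly-Phe-AFC viability readout (25 uM final).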
IL-1B inflam inh – inflammasome signaling inhibition, IL-1 beta readout; THP-1 LPS/ATP IL-1B secretion, AlphaLISA, 16 h; active compounds read low; 360,000 compounds, 4.7% hits; activity change, % at 57.5 µM; in the data active = activity change below about -50%; inconclusive = mostly about -30% to -49%; note: % is set by controls: 0 for no effect and ±100 for the full control effect
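THP-1 cells pretreated 1 hr with compounds (up to 57.5 uM final), then stimulated with LPS (250 ng/mL final) plus ATP (1.25 mM final); secreted IL-1B measured by AlphaLISA after 16 hr, decreased signal indicating inhibition.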
KB-3-1 tox – KB-3-1 parental cell cytotoxicity. KB-3-1 viability, CellTiter-Glo ATP luminescence, 72 h. Potency, µM (doses to about 46.1 µM), inactives show at the top dose activity change, negative = cytotoxic, actives largely listed as cytotoxic. 400,000 compounds, 1.4% hits; note: potency is the fitted concentration of half-maximal effect; % is set by controls: 0 for no effect and ±100 for the full control effect; nearly all actives have a fitted effect of over 60% in size
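Parental KB-3-1 adenocarcinoma cells in phenol-red-free DMEM with 10% FBS were pin-treated with compounds at several concentrations, incubated 72 h at 37 °C, and viability read by CellTiter-Glo luminescence; concentration-effect curves were fitted after normalization.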
KB-V1 MDR tox – KB-V1 MDR subline cytotoxicity. 400,000 compounds, 3.4% hits. Potency, µM (highest dose often 46.1 µM), for the others: at the highest dose activity change, negative = cytotoxicity, usual class: cytotoxic. KB-V1 MDR cells viability, CellTiter-Glo, 72 h; note: potency is the fitted concentration of half-maximal effect; % is set by controls: 0 for no effect and ±100 for the full control effect; nearly all actives have a fitted effect of over 60% in size
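KB-V1, DMEM (no phenol red) + 10% FBS; cpd pin-transferred, titration series; 72 h, 37 degrees C; CellTiter-Glo, luminescence. Data normalized, curve-fit.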
SW480 rereplic – inducers of DNA re-replication in SW480 colon cancer cells; SW480 DNA re-replication, Hoechst DNA content imaging, 48 h; Potency, µM (top dose mostly 46.1 µM), without a hit: top-dose re-replication activation, hits mostly activators; 340,000 compounds, 1.8% hits; note: potency is the fitted concentration of half-maximal effect; % of control where 0% means no effect; nearly all actives have a fitted effect of over 55% in size
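250 cells/well; 23 nL cpd via pin tool; 48 hr, 37 C, 5% CO2; Hoechst 40 min; imager read of total nuclear intensity, ex 405/em 500-530 nm.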
An asterisk follows results filed as active; i = inactive; ? = inconclusive; nt = no result given; & = joins results of further samples; [ ] = dose if it differs, or a comment. Unless noted, calls come from the whole dose curve; as a rule, active = well fitted curve in the direction sought with a large enough effect; inconclusive = small, poorly fitted or top-dose-only effect, or another doubt; inactive = no such curve, though single readings can be large; an effect the other way counts as inactive or inconclusive.

SMILES	HT1080 IDH1KD tx	HT1080NT lethal	S2 tox	MCF10A rerep	ATXN2 expr inh	IL-1B inflam inh	KB-3-1 tox	KB-V1 MDR tox	SW480 rereplic
Cc1nnc(SCC(=O)Nc2c(C)n(C)n(-c3ccccc3)c2=O)n1Cc1ccccc1	1%	-1%	i	-3%	11%	0	6%	9%	-38%[inhibitor]
Cc1ccc(NC(=O)Cn2nc(C(F)(F)F)c3c2CCCC3)cc1	nt	nt	i	nt	-28%	nt	?	-13%	nt
CCN(CC)c1ccc(NS(=O)(=O)c2ccc3c(c2)oc(=O)n3C)c(C)c1	-3%	-16%	i	-5%	-10%	-26	-30%	-9%	-13%
Cc1cc(/C=C2/SC(=O)N(CC(=O)N3CCCC3)C2=O)c(C)n1C	25%	11%	i	1%	-10%	-8	-3%	?	0%
COc1ccc(N(CC(=O)Nc2cccc(C(C)=O)c2)S(=O)(=O)c2ccc(NC(C)=O)cc2)cc1	-3%	7%	i	10%	-7%	0	4%	?	-3%
CSc1ncccc1C(=O)OCC(=O)Nc1cc(C(F)(F)F)ccc1N1CCOCC1	?	0%	i	2%	-16%	-22	6%	0%	-1%
O=C(c1cccc(-c2cncc3nccn23)c1)N1CCOCC1	10%	13%	i	nt	0%	15	0%	-9%	nt
O=C(NNC(=S)Nc1ccccc1)Nc1ccccc1	12%	15%	i	-10%	48%[activator]	-23	5%	12%	?
CCCc1cc(=O)[nH]c2nnc(SCC(=O)N3CC(C)OC(C)C3)n12 (configuration not stated)	7%	10%	i	-33%[inhibitor]	4%	2	2%	12%	-5%
CC1CCCCN1C(=O)c1ccccc1NC(=O)c1ccco1 (configuration not stated)	2%	0%	i	-5%	-5%	7	-3%	-8%	2%
COCC(C)n1c(C)cc(C(=O)Cn2c(=O)oc3ccccc32)c1C (configuration not stated)	2%	12%	i	?	17%	-10	0%	-15%	-4%
COc1cc(C2CC(=O)Oc3cc(OC)c(OC)c(OC)c32)cc(OC)c1OC (configuration not stated)	0%	3%	i	3%	-4%	42	0%	0%	5%
COc1ccc(Cc2nc(-c3ccccc3)no2)cc1	8%	13%	i	-4%	79%[activator]	37	7%	-2%	-6%
COc1ccccc1C(=O)NCCC(=O)N1CCCCC1	27%	14%	i	-24%	6%	0	15%	-4%	3%
Cc1ccc(C(=O)N2CCC(Cc3ccccc3)CC2)cc1S(=O)(=O)N1CCOCC1	4%	-3%	i	?	-17%	-18	-6%	-3%	0%
Cc1nn(CC(=O)NC2CCCCC2)c(=O)c2cccn12	16%	2%	?	-11%	nt	11	15%	-13%	8%
Cc1ccccc1C(=O)NC1(C(F)(F)F)C(=O)Nc2c1c(=O)[nH]c(=O)n2CCc1ccccc1 (configuration not stated)	nt	nt	i	nt	7%	nt	1%	?	nt
CCO[C@@H]1OC(C(=O)NCc2nc3ccccc3[nH]2)=C[C@H](c2cn(C(C)=O)c3ccccc23)[C@H]1CCCO	-9%	-10%	?	0%	-15%	?	-22%	-2%	-6%
CCOc1ccc(NCCC#N)cc1	14%	9%	i	-1%	2%	-13	-9%	-7%	-1%
CC(=O)Oc1c(/C=C(\C#N)C(N)=O)[nH]c2ccccc12	-11%	?	i	?	nt	13	-9%	-14%	?
COc1ccccc1Cc1c(C2CCCCC2)nc2ccc(C)cn12	?	13µM*	nt	nt	?	-17	-14%	0%	nt
C=CCSc1nc2ccccc2n1S(=O)(=O)c1ccc(Cl)cc1	0%	2%	i	-2%	9%	0	-2%	3%	-5%
NC(=S)NCc1cccnc1	15%	18%	i	11%	2%	13	0%	0%	-7%
CCCCN1CN(Cc2ccco2)CNC1=S	15%	16%	i	-20%	-8%	-10	16%	22%	1%
Cc1occc1C(=O)N1CCN(C(c2ccccc2)c2ccccc2)CC1	0%	1%	nt	?	nt	-14	?	-29%	5%
O=C(O)C1NCCc2ccccc21 (configuration not stated)	-3%	0%	i	-6%	14%	9	-2%	-2%	0%
O=C(CSc1ncnc2ccccc12)Nc1cc(S(=O)(=O)N2CCCCC2)ccc1Cl	-21%	0%	?	24%	-19%	2	-2%	?	17%
O=C(COc1ccc(-n2cnnn2)cc1)Nc1ccc(F)cc1	6%	?	i	-5%	-5%	-12	nt	nt	5%
COc1ccc(S(=O)(=O)Nc2nc(C(F)(F)F)cs2)cc1	0%	-11%	i	?	4%	30	12%	14%	14%
CCC(c1nc2ccccc2[nH]1)N(C(=O)Cc1cc(OC)cc(OC)c1)c1ccc(N2CCOCC2)cc1 (configuration not stated)	15%	10%	i	nt	9%	-19	0%	11%	nt
COc1cccc(NC(=O)CN(CCc2ccccc2)S(=O)(=O)c2ccc(Cl)cc2)c1	nt	nt	i	nt	6%	nt	-11%	-1%	nt
CCOC(=O)c1ccc(S(=O)(=O)NNC(=O)c2ccc3c(c2)nc(C)n3CC)cc1	0%	9%	i	-7%	-10%	3	4%	-7%	-6%
CC(C)[C@@H]1NC(=O)N(c2ccc(Oc3ccccc3)cc2)C1=O	-4%	-5%	i	4%	28%	-4	-2%	-2%	-4%
COC(=O)CCCC1=CC2=CC(=O)C(C)(OC(=O)c3cccs3)C(=O)C2=CN1c1ccc(OC)cc1 (configuration not stated)	-4%	10%	i	12%	7%	13	-6%	15%	-3%
CCN(c1ccccc1)S(=O)(=O)c1ccc(OC)c(NS(=O)(=O)c2cccs2)c1	0%	-2%	i	5%	nt	14	-8%	?	?
CCN(CC)c1ccc(C=C2C(=O)OC3(CCCC3)OC2=O)cc1	0%	-4%	i	2%	5%	-5	-4%	3%	-169%[inhibitor]
COc1ccccc1NC1=C(N2CCCCC2)C(=O)c2ccccc2C1=O	?	4.6µM*	?	3.3µM*	?	?	2.6µM*	0%	4.6µM*
COC(CNC(=O)CN1CCN(Cc2ccc(F)cc2Cl)C1=O)OC	18%	-1%	i	-3%	-5%	-2	-1%	0%	-6%
CN1C2CCC1CC(NC(=O)CSCc1ccc(Cl)cc1Cl)C2 (configuration not stated)	?	-12%	i	?	-30%	-3	-2%	-7%	?
CN(C)CCCn1c(N)c(C#N)c2nc(C#N)c(C#N)nc21	?	?	?	7.3µM*	?	-105*	23µM*	-4%	16µM*
COc1ccc(NS(=O)(=O)c2ccc3c(c2)n(C)c(=O)n3C)cc1	0%	-5%	i	5.8µM*	1%	-70*	-15%	-5%	3%
O=C(O)c1cc(Cl)c2ccccc2c1O	-16%	-13%	nt	25%	nt	68	-6%	0%	-18%
COc1ccc(N(CC(=O)NCc2ccc3c(c2)OCO3)C(=O)c2csnn2)cc1	4%	-1%	i	1%	9%	2	-2%	-29%	2%
CCn1c(CN2CCOCC2)nc2cc(NC(=O)c3cc(OC)c(OC)c(OC)c3)ccc21	nt	nt	i	nt	8%	nt	-14%	9%	nt
O=C(CCS(=O)(=O)c1ccccc1Cl)NCc1ccc(F)cc1	6%	0%	i	-2%	nt	15	0%	3%	2%

Reprinted from the part before: two entries; new compounds follow.
SMILES	HT1080 IDH1KD tx	HT1080NT lethal	S2 tox	MCF10A rerep	ATXN2 expr inh	IL-1B inflam inh	KB-3-1 tox	KB-V1 MDR tox	SW480 rereplic
CCn1c(CN2CCOCC2)nc2cc(NC(=O)c3cc(OC)c(OC)c(OC)c3)ccc21	nt	nt	i	nt	8%	nt	-14%	9%	nt
O=C(CCS(=O)(=O)c1ccccc1Cl)NCc1ccc(F)cc1	6%	0%	i	-2%	nt	15	0%	3%	2%
COc1ccc(OC)c(/C=N/NC(=O)C(O)c2ccccc2)c1 (configuration not stated)	1%	3%	i	5%	2%	2	9%	14%	-15%
CCOc1ccc(CNC(=O)c2ccc3oc(=O)n(Cc4ccccc4)c3c2)cc1	nt	nt	?	nt	-20%	nt	-18%	-3%	nt
COc1cccc(NC(=O)CN(C)C(=O)CCNC(=O)c2ccc(Br)cc2)c1	-1%	0%	i	4%	18%	42	0%	-12%	0%
COc1ccc(N(CC(=O)NC2CC3CCC2C3)S(=O)(=O)c2ccc(C)cc2)cc1 (configuration not stated)	0%	15%	i	?	2%	-7	nt	nt	16%
O=C(NCCc1ccc(Cl)cc1)C1CCCN(S(=O)(=O)N2CCCCCC2)C1 (configuration not stated)	-6%	-6%	i	-5%	nt	-9	-17%	6%	1%
COC(=O)c1cccc(C(=O)N2CCCC(CNC(=O)c3ccccc3Cl)C2)c1 (configuration not stated)	12%	12%	i	-1%	13%	0	-1%	10%	1%
CCOc1ccc(NC(=O)CSc2nnc(C3CC3)n2N)cc1	7%	-4%	i	0%	2%	28	0%	11%	-6%
Brc1ccccc1OCCCN1CCCCCC1	-10%	-11%	i	0%	-12%	-4	?	-18%	?
N#Cc1ccc(OCC(=O)OCC(=O)NCCC2=CCCCC2)cc1	11%	4%	i	-72%[inhibitor]	4%	29	3%	-12%	-62%[inhibitor]
Cc1cc(CN2CCCC(CNC(=O)c3ccc(F)cc3)C2)cc(C)c1O (configuration not stated)	-5%	4%	i	23µM*	-19%	?	-5%	-9%	?
CC1Sc2ccc(S(=O)(=O)CCC(=O)N3CCCCC3)cc2NC1=O (configuration not stated)	0%	-2%	i	3%	-2%	28	?	?	-1%
CCOC(=O)C1(C)CCN1C(=O)c1ccccc1 (configuration not stated)	2%	30%	i	nt	-1%	0	0%	-1%	nt
O=C(COc1ccc(-n2cnnn2)cc1)Nc1ccc(Br)cc1F	5%	9%	i	7%	2%	17	8%	2%	1%
O=C(Nc1ccc(F)c(Cl)c1)C1CCCN(c2cnccn2)C1 (configuration not stated)	0%	13%	i	-16%	8%&-23%	0	8%&-8%	-27%&21%	-13%
O=C(O)C1CCN(c2ccc(Cl)nn2)CC1	-3%	2%	i	-3%	nt	-7	0%	-10%	-6%
